All columns: NCI-60 one-dose screen, growth in % after 48 h at 10 µM unless noted; 100 = growth as untreated, 0 = no growth, -100 = all killed.
HL-60(TB): HL-60(TB) leukemia cells; AID 1794776; hit rate 9% among 78,000; active = growth percent below 10
Numbers without * were called inactive; & = joins results of further samples; [ ] = remark or other dose. An excerpt, so the mix of outcomes need not match the whole.

SMILES	HL-60(TB)
CCn1cc(-c2ccnc(NCCCNS(=O)(=O)c3cccc4ccccc34)c2)c(-c2cccc(OC)c2)n1	96
Cc1cc(C(=O)Nc2ccc(C(N)=O)cc2)c(C)o1	102
O=C(CN1CCCCC1)c1ccc(Cl)c(Cl)c1	77
O=C(Nc1ccccc1)C(=S)N1CCOCC1	98
COc1cc(C2c3cc(OS(=O)(=O)c4ccc(C)cc4)c(OC)cc3CC3C(=O)OCC32)ccc1OS(=O)(=O)c1ccc(C)cc1 (configuration not stated)	99
CCOC(=O)c1ccc(N2C(=O)CC(n3c(O)c(C=Nc4cccnc4)sc3=S)C2=O)cc1 (configuration not stated)	102
Cc1cc(-c2ccccc2)cc(SC#N)[n+]1[O-]	7.1*
O=C(O)C(Cl)(Cl)C(F)(F)F	110
COC(=O)CC[C@H](Cc1ccccc1)NC(=O)c1csc([C@@H](C[C@H](C(C)C)N(C)C(=O)[C@@H](NC(=O)[C@H]2CCCCN2C)C(C)C)OC(C)=O)n1	4.6*
O=C1/C(=C/c2ccccc2)CN(CCC(=O)N2C/C(=C\c3ccccc3)C(=O)/C(=C/c3ccccc3)C2)C/C1=C\c1ccccc1	48
CC(=O)[C@H]1CCC2C3CC=C4C[C@@H](O)CC[C@]4(C)C3CC[C@@]21C (some centres not stated)	97
O=[N+]([O-])c1ccc(/C=C(/C2=NCCN2)n2cnc3ccccc32)cc1	82
Nc1ccc(S(N)(=O)=O)cc1	109&106
COc1cccc(N2CCN(c3ncnc4cc[nH]c34)CC2)c1	71
CCOc1ccc2ccccc2c1	102

2 entries from above, in CSV form:
Compound,HL-60(TB)
Nc1ccc(S(N)(=O)=O)cc1,109&106
O=[N+]([O-])c1ccc(/C=C(/C2=NCCN2)n2cnc3ccccc32)cc1,82

Carrying on:
SMILES	HL-60(TB)
COc1cccc(-c2nc3sccn3c2-c2ccnc(NCCCNS(=O)(=O)c3cccc4ccccc34)c2)c1	46
COc1cc(/C=C/C(=O)N2c3ccccc3CC2C)c(OC)c2c1OCO2 (configuration not stated)	92
Cc1cn(-c2cccc(C(=O)Nc3cccc(-n4ccc5c(N)ncnc54)c3)c2)cn1	49
O=C1Nc2ccccc2/C1=C/c1ccc(Cl)s1	99
Nc1nc(Nc2cccc(F)c2)c2c(n1)C(=O)NCC2	112
Nc1ccc(N)c2c1Oc1ccccc1O2	69
O=C1Nc2ccc(Cl)cc2/C1=C/c1ccc(OCc2ccc(Br)cc2F)cc1	83&98
O=C(N/N=C\c1ccc(Cl)c(Cl)c1)N/N=C/c1ccc(Cl)c(Cl)c1	100
NC(=O)Cc1ccccc1	106
COc1cc(-c2cc(-c3ccc(Cl)cc3)nc(N3CCOCC3)c2C#N)cc(OC)c1OC	53
O=S(=O)(Oc1ccc(-c2ccc(Br)cc2)cc1)c1ccccc1	92
COc1ccccc1S(=O)(=O)Nc1ccc2c3c(cc(NCCC4CCN(C)CC4)nc13)C(=O)N2C	37
COCC(N)=O	90
COc1ccc(C2=C(CN)C(O)NC(=NCC(=O)c3ccc(CN)cc3)N2)cc1 (configuration not stated)	93
O=C(Cn1nnc(N2CCOCC2)n1)N/N=C/c1ccccc1Cl	105
CN(C)c1ccc(C2Nc3ccccc3-n3cccc32)cc1 (configuration not stated)	123
O=C(Nc1ccc(/C=C2\SC(=O)N(Cc3ccc(OC(F)(F)F)cc3)C2=O)cc1)c1ccc(Cl)c([N+](=O)[O-])c1	71
O=C(Cc1ccccc1Nc1c(Cl)cccc1Cl)N/N=C/c1sc(=S)n(-c2ccc(F)cc2)c1O	92
CN1N=C2c3cn(Cc4ccccc4)cc3CCC2C1=O (configuration not stated)	93
Cn1nc(N)c(C(=O)NN)c1Nc1ccccc1	102
CCn1c2ccc(O)cc2c2c(C)c3c[n+](CCCCCC#N)ccc3c(C)c21	101
O=C1CC(c2nc3ccccc3s2)CN1c1ccccc1 (configuration not stated)	100
CC(O)C(N)C(=O)O (configuration not stated)	114
N#Cc1cccc(-c2nc(N3CCOCC3)c3c4c(sc3n2)CCCC4)c1	89
O=[N+]([O-])c1ccc(NCc2ccccc2)nc1	86
COC(=O)C1=C(C)NC(C)=C(C(=O)OC(C)C)C1c1cccc(C#N)c1 (configuration not stated)	77
O=c1oc2ccc(-c3ccc(F)cc3F)cc2c(=O)n1-c1ccc(F)cc1	-41*
Cc1cc(O)c(Br)cc1C	110
CC(O)CC(C)CO (configuration not stated)	112
Cc1[nH]nc(C(=O)O)c1[N+](=O)[O-]	137

Two consecutive records from above:
SMILES	HL-60(TB)
CC(O)CC(C)CO (configuration not stated)	112
Cc1[nH]nc(C(=O)O)c1[N+](=O)[O-]	137

Next part:
SMILES	HL-60(TB)
OCC[C@@H]1C[C@H]1c1cc2ccccc2o1	104
CC/C(=C(\CC)c1ccc(OC(=O)C(C)(C)C)cc1)c1ccc(OC(=O)C(C)(C)C)cc1	99
NC(=O)c1ccc(Cn2cc(CSc3nc4ccccc4s3)nn2)cc1	104
NC1=NC2(CCCCC2)N=C(Nc2ccc(S(N)(=O)=O)cc2)N1	87
COc1ccc(-c2nnc(SCC(=O)Nc3ccc(C(=O)/C=C/c4ccccc4)cc3)n2-c2ccccc2)cc1	109
O=c1cc(Cl)nc2ccccn12	93
C#CCOc1ccccc1C(Nc1ccccc1)c1nnnn1C1CCCCC1 (configuration not stated)	92
O=C(O)CN1C(=O)S/C(=C\C(Cl)=C\c2ccccc2)C1=O	105
c1ccc2nc(N3CCOCC3)c(N3CCCCC3)nc2c1	99
Brc1cc(Br)cc(CN2CCOCC2)c1	89
Nc1n[nH]c2cccc(C#Cc3cccc(C(=O)Nc4cccc(C(F)(F)F)c4)c3)c12	30
C#CCOC(=O)C(N)C(C)O (configuration not stated)	133
CCCCc1nc(Cl)c(C2CC(c3ccc(OC)cc3)=NN2C=O)[nH]1 (configuration not stated)	75
NS(=O)(=O)c1ccc(CCn2c(=O)c3ccccc3c3ccccc3c2=O)cc1	107
COC(=O)/C=C1\SC(=Nc2ccc(F)cc2)N(CCc2c[nH]c3ccccc23)C1=O	74
N=c1c2cc(-c3ccccc3)oc2ncn1/N=C/c1ccc(N2CCOCC2)cc1	121
CCCCCCCCCCCCNP(=S)(NCCCCCCCCCCCC)NCCCCCCCCCCCC	104
CC(C)Cn1cnc2c(N)nc3ccccc3c21	103&99&122
C=CCc1cc(Nc2c3ccc(Cl)cc3nc3ccc(OC)cc23)cc(CN(CC)CC)c1O	-17*
O=C1c2cccc3cccc(c23)C(=O)N1c1ccc([N+](=O)[O-])cc1[N+](=O)[O-]	104
O=[N+]([O-])c1ccc(-c2ccc([N+](=O)[O-])cc2)cc1	108
O=C(O)/C=C/C(=O)Nc1ccc(Oc2ccc(Cl)cc2)cc1	98
CC1(C)CC[C@]2(C(=O)O)CC[C@]3(C)C(=CC[C@@H]4[C@@]5(C)C/C(=C/O)C(=O)C(C)(C)[C@@H]5CC[C@]43C)[C@@H]2C1	4.8*
CC(C)(NC(=O)OC1CCCN(C(=O)CN)C1)c1csc(-c2ccc(F)cc2)n1 (configuration not stated)	99
CSC(c1ccccc1)=[N+]1CCOCC1	101
NS(=O)(=O)c1ccc(C(=O)NN2C(=O)c3cccc4cc([N+](=O)[O-])cc(c34)C2=O)cc1	113
CC(=O)Nc1ccc(-c2nc(-c3cccc(O)c3)c(-c3ccnc(Br)c3)[nH]2)cc1	65
O=C1Nc2ccccc2C(c2c[nH]c3ccccc23)N1Cc1ccccc1 (configuration not stated)	98
COc1ccc(-c2ccc(SCC(=O)Nc3nc4ccccc4[nH]3)nn2)cc1	95
CCCn1c(=N)c(S(=O)(=O)c2ccccc2)cc2c(=O)n3ccccc3nc21	105

2 entries picked at random from those above, as already listed:
SMILES	HL-60(TB)
O=C(O)/C=C/C(=O)Nc1ccc(Oc2ccc(Cl)cc2)cc1	98
COc1ccc(-c2ccc(SCC(=O)Nc3nc4ccccc4[nH]3)nn2)cc1	95

(list continues)
SMILES	HL-60(TB)
O=c1[nH]cc(CCCO)c(=O)[nH]1	100
CCCCOCCOC(=O)CCCCCC1CCCCC1	94
CN1CC(C(O)C(O)C(O)CO)OC1C(NC(=O)c1ccccc1)[P+](c1ccccc1)(c1ccccc1)c1ccccc1 (configuration not stated)	108
COc1cc(C=C2C(=O)NC(=S)NC2=O)cc(CN2CCCCC2)c1O	107
CCN(CC)CCCCNc1ccc(NCCCCN(CC)CC)c2c1C(=O)c1ccccc1C2=O	70
NC1=NCC(c2ccccc2)O1 (configuration not stated)	93
CCN(CC)C(=O)C1=C(C)NC(=O)NC1c1ccc2c(c1)OCO2 (configuration not stated)	101
Cc1cc2cn3c4ccc(O)cc4[nH]c(=O)c3c2cc1C	-52*
N#CC1C=Cc2ccccc2N1C(=O)c1ccccc1 (configuration not stated)	64
COc1ccc(/C=C2/SC(=S)NC2=O)c(OC)c1OC	84
CC(C)CCCC(C)C1CCC2C3CC=C4CC(OC(=O)CCl)CCC4(C)C3CCC12C (configuration not stated)	110
CC(C)(CCl)c1ccc(C(C)(C)CCl)cc1	144
Cc1cc2c(n1-c1ccccc1)CSCC2=O	58[100 µM]
COc1cccc2c1c(C(=O)C(=O)Nc1ccn[nH]1)cn2Cc1ccc(F)cc1	115
COc1cc2c(c(OC)c1OC)COC2=O	78
N[C@H]1C[C@@H](C(=O)O)CC1=C(C(F)(F)F)C(F)(F)F	94
CC1(c2ccccc2)Nc2ccccc2-c2nc3ccccc3n21 (configuration not stated)	44
Cc1ccc(NC(=O)Nc2cccnc2)cc1NC(=O)Nc1cccnc1	71
N#CCCN1CCN(CCC#N)C1=S	129
CCC(=O)N1C/C(=C/c2ccc(OC)cc2)C(=O)/C(=C/c2ccc(OC)cc2)C1	25
COc1ccccc1N1CCN(C(=O)c2ccc3nc(NC(=O)c4ccc(NCCc5ccccc5)c([N+](=O)[O-])c4)sc3c2)CC1	94
O=C1c2cc3c(cc2-c2c1c1ccc(F)cc1c(=O)n2CCCN1CCOCC1)OCO3	14
Cc1cccc2cc(-c3cc4ccccc4[nH]3)/c(=N\NC(=O)c3ccc(Cl)cc3)oc12	103
O=c1c2c(c(=O)n1O)c1c3ccc[nH]c3nc1c1nc3[nH]cccc3c12	81
CN1C(=O)C2(Nc3ccccc3S2)c2cc(OC(F)(F)F)ccc21 (configuration not stated)	111
Cc1onc(-c2ccccc2)c1NC(=O)OC(C)c1cccnc1 (configuration not stated)	86
Cc1cc(-c2cc(C)c(N)cc2C)c(C)cc1N	90
O=C(c1ccccc1)c1c(C(F)F)n([O-])c2ccccc2[n+]1=O	57
N#CC(c1ccccc1)C(CC(=O)c1ccccc1)c1ccccc1 (configuration not stated)	85
CC1CCC(C(C)(C)C)C(O)C1 (configuration not stated)	104
CCCCN(CCCC)CC(O)CN(CCCC)CCCC	105
NC(Cc1ccccc1F)C(=O)O (configuration not stated)	122
CN1CCN(C(=O)[C@]23CCC(C)(C)C[C@@H]2C2=CC[C@@H]4[C@@]5(C)CCCNC(C)(C)[C@@H]5CC[C@@]4(C)[C@]2(C)CC3)CC1	100
COc1ccc(C2=NN(C(C)=O)C(c3ccc(N4CCN(Cc5ccccc5)CC4)cc3)C2)cc1 (configuration not stated)	87
CCOC(=O)c1noc2c1CCc1c-2cn(Cc2ccc(OC)cc2)c1-c1ccc(O)cc1	81
NNc1nnc2nc(Nc3ccccc3)nc(Nc3ccc(S(N)(=O)=O)cc3)n12	108
NCc1nnc(CCC(=O)c2nc3ccccc3[nH]2)o1	96
O=C(Nc1cccc(Cn2c(=O)[nH]c3ccc(Oc4ncccn4)cc3c2=O)c1)c1cccc(F)c1	90
C=C1CC[C@H]2[C@@](C)(CCC3OC(c4ccc(OCc5cn(C6CC(OC(C)=O)C(OC(C)=O)C(COC(C)=O)O6)nn5)cc4)OC[C@]32C)[C@@H]1/C=C/C1=CCOC1=O (some centres not stated)	56
O=C(Cn1c(Cc2cccc3ccccc23)nc2ccccc21)N/N=C/c1ccccc1O	80
Nc1nc(C(=O)N/N=C/c2ccc([N+](=O)[O-])cc2)nn1-c1ccc(S(N)(=O)=O)cc1	102
Nc1nc2ncc(CNc3ccc(C(=O)N[C@@H](CCC(=O)O)c4nn[nH]n4)cc3)nc2c(=O)[nH]1	99&42
CC(COc1ccccc1)OC=O (configuration not stated)	81
CCOC(=O)CCc1nc(C#N)c(N(C)C)o1	89
NS(=O)(=O)c1ccc(-n2ncc(NC(=O)Nc3ccc(Cl)cc3)c2-c2ccccc2)cc1	93

Of the compounds above, 2 contain a tert-butyl group.
SMILES	HL-60(TB)
CC/C(=C(\CC)c1ccc(OC(=O)C(C)(C)C)cc1)c1ccc(OC(=O)C(C)(C)C)cc1	99
CC1CCC(C(C)(C)C)C(O)C1 (configuration not stated)	104

Next section.
SMILES	HL-60(TB)
CC(C)=CCc1ccccc1O	89
N/C(=N\c1nc2ccccc2s1)NC(=O)NC1CC1	92
CN1CCN(CCCOc2ccc3nc(Nc4cc(Cl)cc(Cl)c4)ccc3c2)CC1	-39*
CCSc1nc(-c2cccnc2)cc(-c2ccc(OC)c(OC)c2)c1C#N	87
O=C(N/N=C/c1ccc(O)cc1O)c1ccc(Nc2ccnc(C(F)(F)F)c2)cc1	44
COc1ccc2c(c1)C(=C(C#N)C#N)C=CN2C	91
CCCCCCCCCC(=O)Oc1ccc(/C(=C(/C)Cc2cccc(OC)c2)c2ccc(OCCCN(C)C)cc2)cc1	93
CC(C)(C)c1cc(C2CCCCC2)cc(C(C)(C)C)c1O	108
CSc1ccc(/C(=N/NC(N)=S)c2ccc(F)cc2)cc1	92
